# NOD2-RIPK2 inh: NOD2-RIPK2 protein interaction inhibition; 0.38% of 360,000 active; CHO BLA complementation NOD2-RIPK2, CCF4 ratio; O43353; inhibition, % at 4.98 µM; in the data active means inhibition above about 21%;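 further: 0% = vehicle only and 100% = reference blocker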
# H9c2 protect: modulators protecting cardiomyocytes from myocardial damage | H9c2 cardiomyocytes, H2O2 injury protection, ATPLite, 2 h | 0.63% of 360,000 active | AID 588492 | protection from H2O2 cell death, % at 20 µM;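 active means compounds giving at least 50% protection of heart cells from peroxide-induced death in the single-dose screen, raw or plate-pattern-corrected value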;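 further: 0% = DMSO wells with peroxide and 100% = DMSO wells without peroxide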
# m5-HT2A agonist: agonists of mouse serotonin 5-HT2A receptor (HTR2A); P35363; CHO-K1 mHTR2A beta-arrestin complementation, luminescence; percent of 30 µM serotonin response; activation, % at 7.6 µM; 0.66% of 360,000 active; AID 624169;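 active means activation above a run cutoff, the mean activation of all tested compounds plus 3 SD, cut at about 14% in these data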;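 further: 0% = plate median of compound wells and 100% = 30 µM serotonin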
# TLR9-MyD88 inh: inhibitors of human TLR9-MyD88 binding; CHO BLA complementation TLR9-MyD88, CCF4 FRET ratio; inhibition, % at 4.98 µM; 0.21% of 340,000 active; AID 504734;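 active means inhibition above the mean over all tested compounds plus 3 SD, cut at about 21% in these data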;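 further: 0% = DMSO only wells and 100% = clavulanate BLA inhibitor control wells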
# N-glyco inh: N-linked glycosylation inhibition | reporter increase, % at 12.5 µM | D54 ERlucT glycosylation luciferase reporter, 24 h; percent of 100 nM tunicamycin response | 0.23% of 360,000 active;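 active means mean luciferase reporter signal, scaled so untreated is 0 and the glycosylation-blocking control 100, at or above a set limit in every replicate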;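 further: luciferase carries N-glycosylation sites so blocking glycosylation raises the light; 0% = median of neutral control wells and 100% = median of 100 nM tunicamycin wells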
# ABHD5 PLIN5 PPI: ABHD5-PLIN5 protein interaction inhibition; Q00G26+Q8WTS1; Split G. princeps luciferase complementation, luminescence, 4 h; inhibition, % at 4 µM; 0.78% of 360,000 active; AID 602281;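 active means inhibition above the mean inhibition across every tested compound plus 3 SD, cut at about 22% in these data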;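 further: 0% = DMSO only wells and the 100% control is not disclosed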
# Target sequence (Q00G26 whole entry, looked up): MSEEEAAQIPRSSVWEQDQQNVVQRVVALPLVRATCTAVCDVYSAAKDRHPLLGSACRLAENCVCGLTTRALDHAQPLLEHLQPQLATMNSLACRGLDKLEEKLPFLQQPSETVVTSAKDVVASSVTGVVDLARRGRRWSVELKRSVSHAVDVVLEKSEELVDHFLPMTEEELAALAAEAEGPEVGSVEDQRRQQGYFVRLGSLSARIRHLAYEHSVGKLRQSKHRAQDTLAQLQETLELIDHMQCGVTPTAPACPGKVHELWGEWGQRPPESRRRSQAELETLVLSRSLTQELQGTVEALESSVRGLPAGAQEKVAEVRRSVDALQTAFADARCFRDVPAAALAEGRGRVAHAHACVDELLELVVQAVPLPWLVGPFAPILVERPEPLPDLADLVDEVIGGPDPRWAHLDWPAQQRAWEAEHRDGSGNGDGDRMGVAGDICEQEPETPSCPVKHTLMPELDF
# Target sequence (Q8WTS1 whole entry, looked up): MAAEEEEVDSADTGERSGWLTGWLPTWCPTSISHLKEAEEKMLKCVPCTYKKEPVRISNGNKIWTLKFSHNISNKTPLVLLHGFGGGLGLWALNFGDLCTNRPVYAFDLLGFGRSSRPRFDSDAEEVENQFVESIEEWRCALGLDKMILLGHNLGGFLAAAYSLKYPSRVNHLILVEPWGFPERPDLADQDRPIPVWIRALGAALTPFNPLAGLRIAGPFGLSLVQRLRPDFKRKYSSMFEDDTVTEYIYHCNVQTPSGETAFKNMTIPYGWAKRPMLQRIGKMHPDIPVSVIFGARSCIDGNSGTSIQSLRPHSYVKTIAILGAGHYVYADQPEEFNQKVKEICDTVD
# ABCB6 inh 2: human ABCB6 transporter inhibition; K562-ABCB6 porphyrin accumulation, flow cytometry, 1 h; active compounds read low; fluorescence ratio to DMSO, % at 10 µM; 0.19% of 360,000 active; AID 602162;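 active means fluorescence ratio to DMSO below 75%, the collection mean minus 3 SD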;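 further: signal is porphyrin accumulated inside mitochondria; 100% equals median channel fluorescence of DMSO control wells; lower ratio means ABCB6 inhibition with less porphyrin fluorescence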
# NCOA2 inhibitor: inhibits human steroid receptor coactivator 2 | HEK293 GAL4-SRC2 luciferase reporter, luminescence | inhibition, % at 9 µM | 0.17% of 370,000 active | AID 651957;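 active means inhibition above the mean inhibition of all tested compounds plus 3 SD, set per campaign, cut at about 52% in these data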;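 further: 0% = DMSO treated cells and 100% = cells given Gossypol at 36 µM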
# MC4R barr agon: human MC4R agonism via beta-arrestin. P32245. U2OS MC4R beta-arrestin complementation, luminescence; percent of melanotan II response, DMSO zero. activation, % at 8.9 µM. 0.98% of 360,000 active. AID 540308;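 active means activation above a per-plate cutoff, the mean activation of sample wells on that plate plus 3 SD, cut at about 8% in these data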
# MC4R antagonist: antagonists of human melanocortin 4 receptor (MC4R); P32245; MC4R-expressing cells, MTII-stimulated cAMP, LANCE TR-FRET; inhibition, % at 6.5 µM; 0.48% of 360,000 active; AID 540295;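 active means inhibition above its plate's cutoff, the mean of tested wells on that plate plus 3 SD, cut at about 29% in these data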;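 further: 0% = Melanotan II alone and 100% = Melanotan II plus saturating MCL0020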
#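 System – human MC4R-expressing U2OS cells · Also added – Melanotan II · Dosing – one concentration, 6.5 µM nominal · Timing – 30-min compound, 1-h challenge, 1-h detection, room temperature · Measured by – Eu-cAMP/anti-cAMP TR-FRET, emission 671 nm · Replicates – singlicate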
# Numbers without * were called inactive; . = no result given. This is a subset; count on the stated rates, not on these rows.
SMILES,NOD2-RIPK2 inh,H9c2 protect,m5-HT2A agonist,TLR9-MyD88 inh,N-glyco inh,ABHD5 PLIN5 PPI,ABCB6 inh 2,NCOA2 inhibitor,MC4R barr agon,MC4R antagonist
c1nc(N2CCCC2)c2[nH]cnc2n1,-1,4,-1,-8,1,2,102,16,-1.1,12
O=C(O)c1ccc(/C=N/NC(=O)c2ccc(Br)cc2)cc1,4,-3,-3,-10,2,-2,96,4,-1.2,-3
CCCc1[nH]n(-c2nc3ccccc3s2)c(=O)c1C=NCC1CCCO1 (centres undefined),-11,2,3,3,2,3,102,-14,-3.1,-1
Cc1cccc(/C(N)=N/OC(=O)c2ccoc2C)c1,-1,-17,12,2,-5,-2,93,-50,-0.6,-1
COc1cc(CCC(=O)OCC(=O)NCc2ccccc2)cc(OC)c1OC,0,-3,10,-5,0,5,100,4,0.2,1
OC(CNCCCCNCC(O)C(F)(F)F)C(F)(F)F (centres undefined),-1,4,1,7,0,-1,93,-8,1.8,17
CC(=O)Nc1ccc(S(=O)(=O)N2CCC(c3nc4ccccc4[nH]3)CC2)cc1,-2,-1,0,9,-1,1,98,-1,0.9,5
CCCCNCCOCCSc1ccc(Cl)cc1,4,2,30*,-6,-3,-3,101,1,-0.5,8
Cc1cc(=S)n(-c2ccccc2)n1C,8,-8,-3,-12,1,-5,98,-14,-0.3,-2
CCOC(=O)[C@]12CCCC=C1N(CCC1=CCCCC1)C(=O)[C@H](CC(=O)N1CCOCC1)C2,-2,.,9,.,.,3,.,8,.,.
Cc1cc(C(=O)NCc2ccco2)c2cc(F)ccc2n1,9,8,0,1,-2,0,98,6,-2.5,11
FC(F)(F)c1cnc(Sc2ncn[nH]2)c(Cl)c1,2,-1,4,-8,2,4,100,-28,-2.1,4
O=C(N[C@@H](Cc1ccccc1)C(=O)N1CCC2(CC1)NCCc1[nH]cnc12)c1cccc(F)c1,-1,2,3,1,1,4,91,4,-2.2,1
COc1ccc(-c2csc(NC(=O)CN3C(=O)C4CC=CCC4C3=O)n2)cc1 (centres undefined),6,-8,-5,5,0,1,99,13,-0.6,8
O=C(O)C1Cc2ccccc2CN1C(=O)CCl (centres undefined),0,1,-1,-2,0,-2,93,-8,-1.1,-2
Cc1ccc(NC2=NCC(=O)N2Cc2cccs2)cc1C,-8,1,-5,0,-4,2,102,11,0.1,19
Cc1cc(N2CCN(C)CC2)nc2ccc(NC(=O)CCC(=O)NCCCOC(C)C)cc12,-1,-3,-5,-8,-2,-2,96,-18,-1.6,6
CC(=O)c1c(C)[nH]c(C(=O)COC(=O)CCNS(=O)(=O)c2ccc(C)c(C)c2)c1C,-6,-2,1,-5,0,16,104,7,0.7,12
CSc1ncccc1C(=O)N1CCCC(Nc2ccc(C)c(C)c2)C1 (centres undefined),-3,2,-1,-3,1,2,92,-6,-0.1,1
CCN(CC)S(=O)(=O)c1ccc(Cl)c(C(=O)OC)c1,-7,-2,-1,-3,0,9,98,-7,2.1,-7
COc1ccc(CCN2CC(C(=O)OCC(=O)N(C)CC(=O)Nc3ccccc3Cl)CC2=O)cc1OC (centres undefined),3,-8,6,0,3,-3,96,5,-2.2,10
CCc1c(C)sc(NC(=O)c2ccccc2[N+](=O)[O-])c1C(N)=O,3,0,3,-5,0,-3,101,-15,-2.6,18
ON(CCc1ccccn1)CCc1ccccn1,-8,0,0,6,1,2,101,.,-1.2,6
O=C(CCN1C(=O)C2CCCCC2C1=O)Nc1ccc(F)c(F)c1F (centres undefined),0,-1,4,-7,0,-12,91,-2,1.4,-1
C#Cc1ccc([C@@H]2C=C(C(=O)N3CCOCC3)O[C@H](OCC)[C@H]2CCCO)cc1,-17,1,13,5,2,4,90,-27,-2.4,6
COc1cc(C=C2C(=O)c3ccccc3C2=O)cc(OC)c1,-8,-2,-2,-6,1,3,94,-14,-1.1,8
CC1(C(=O)Nc2ccc3nc[nH]c3c2)CCN1C(=O)C/C=C/c1ccccc1 (centres undefined),2,1,-8,.,3,-4,93,15,-1.8,-3
CC1C(=O)N2CCCc3cc(NC(=O)c4ccccc4C(F)(F)F)cc1c32 (centres undefined),-8,-13,2,-5,3,-2,96,-31,-4.0,2
Cc1c(Br)c(=O)oc2c(Br)c(O)c(O)cc12,1,22,3,13,3,3,104,27,-1.9,7
C/C(=N\NC(=O)Cc1csc(N2CCOCC2)n1)c1ccccc1,-7,-7,2,3,0,-2,100,5,-1.6,14

# Already shown: entries from further up.
SMILES,NOD2-RIPK2 inh,H9c2 protect,m5-HT2A agonist,TLR9-MyD88 inh,N-glyco inh,ABHD5 PLIN5 PPI,ABCB6 inh 2,NCOA2 inhibitor,MC4R barr agon,MC4R antagonist
CC1C(=O)N2CCCc3cc(NC(=O)c4ccccc4C(F)(F)F)cc1c32 (centres undefined),-8,-13,2,-5,3,-2,96,-31,-4.0,2
Cc1c(Br)c(=O)oc2c(Br)c(O)c(O)cc12,1,22,3,13,3,3,104,27,-1.9,7
C/C(=N\NC(=O)Cc1csc(N2CCOCC2)n1)c1ccccc1,-7,-7,2,3,0,-2,100,5,-1.6,14

# The listing continues.
SMILES,NOD2-RIPK2 inh,H9c2 protect,m5-HT2A agonist,TLR9-MyD88 inh,N-glyco inh,ABHD5 PLIN5 PPI,ABCB6 inh 2,NCOA2 inhibitor,MC4R barr agon,MC4R antagonist
CCO[C@H]1OC(C(=O)NCc2nc3ccccc3[nH]2)=C[C@@H](C)[C@@H]1CCCO,-5,19,8,-7,2,0,98,8,-0.2,0
O=C(N=Nc1c(O)n(Cc2ccccc2)c2ccccc12)c1cc2ccccc2cc1O,-15,-14,0,-9,14,1,102,-5,16*,-6
O=C(CC1C(=O)NCCN1CC(c1ccccc1)c1ccccc1)NCCc1cn[nH]c1 (centres undefined),8,0,1,-2,1,9,99,10,-2.9,0
COc1ccc(S(=O)(=O)N2CCN(C(=O)c3oc4ccccc4c3C)CC2)cc1,-1,-3,-2,1,0,1,102,19,-0.3,-4
CCCn1c(N)c(C(=O)CSc2nnc(Cc3ccccc3)o2)c(=O)n(C)c1=O,-1,-28,8,-4,0,-1,84,13,-0.3,6
Cc1ccc(-n2nc(C(=O)O)c3ccccc3c2=O)cc1C,-15,4,9,-3,-1,4,89,12,-0.3,0
O=C(COc1ccccc1)NCC(=O)N1CCCC1,-2,1,-9,6,1,-2,95,10,-0.4,-2
O=C(NCc1ccco1)C1CCN(c2nc3ccccc3n2Cc2ccccc2F)CC1,4,3,4,-6,2,6,95,-9,-0.4,13
COc1ccccc1-c1nnc2sc(COc3ccc(F)cc3)nn12,8,-3,-6,6,-6,2,96,8,-1.8,2
O=S(=O)(NCc1nnnn1-c1ccc(F)cc1)c1ccc(F)cc1,-10,1,4,3,0,-2,91,-41,0.4,-2
N#Cc1ccc(S(=O)(=O)Nc2ccc3ccccc3n2)cc1,0,-4,5,3,1,3,88,-2,-2.6,8
CCc1nc2c(OCc3ccc(F)c(F)c3)cccn2c1N(C)C(=O)c1ccco1,-9,0,-4,.,-1,0,98,12,1.2,8
CCCCCN(C(=O)COC(=O)COc1c(C)cc(C)cc1C)c1c(N)n(CCCC)c(=O)[nH]c1=O,-1,-1,-2,-14,1,-11,96,11,-1.4,0
C=CCn1c(CSc2nc3ccccc3s2)nnc1SCC(=O)NCc1cccnc1,3,1,-1,-2,-4,-1,91,1,1.2,10
O=C(C1=C(O)C(=O)N(c2ncccn2)C1c1cccs1)c1ccco1 (centres undefined),6,5,-4,6,2,6,103,-39,-1.8,-5
O=C(CN1C(=O)NC2(CCCCCC2)C1=O)Nc1ccccc1[N+](=O)[O-],-9,2,0,1,1,-5,100,11,-0.7,10
Cc1ccc(NC2=C(N3CCCCC3)C(=O)c3ccccc3C2=O)cc1,-1,-23,3,3,2,-27,100,-40,-1.7,-3
CCC(C)NC(=O)CN(c1ccc(OC)cc1)S(=O)(=O)c1ccccc1 (centres undefined),1,10,-7,-6,0,-3,97,10,-1.3,-7
CC(=O)Nc1cccc(-c2nc3ccccc3o2)c1,7,0,2,3,0,6,93,-23,0.8,6
CCOC(=O)c1ccc(Nc2nc(C(=O)OCC)nc3ccccc23)cc1,10,41,-2,7,0,-1,95,3,0.1,10
COc1cc(NC(=S)N2CCN(S(=O)(=O)c3ccccc3)CC2)cc(OC)c1,-12,-2,5,2,-1,1,88,-17,-1.0,7
CCOC(=O)[C@]12CCCC=C1N(Cc1ccc3c(c1)OCO3)C(=O)[C@H](CC(=O)NCc1cccc(C(F)(F)F)c1)C2,-9,.,8,.,.,-7,95,-8,.,.
COc1cccc(CN(c2ccccc2C(=O)O)S(=O)(=O)c2ccc(C)cc2)c1,11,-1,-2,0,0,-7,108,9,-0.2,16
CCN(CC)c1ccc2c(O)cc(=O)oc2c1,-6,-6,2,0,2,1,98,-11,-1.2,4
Cc1cc(C)c(OCCN2CCOCC2)c(Cl)c1,4,3,-3,-2,1,-3,104,-23,-2.4,-5
C=CCOC(=O)CC(NC(=O)c1ccccc1)c1ccccc1 (centres undefined),-14,2,1,5,0,-2,94,1,-0.7,-3
CCC(=O)N(c1nnc(SCC(=O)Nc2ccccc2Cl)s1)C1CC1,-6,-3,3,-4,5,0,97,16,-1.7,-2
CCCn1nc(NC(=O)C2CCCO2)c2cc3cccc(C)c3nc21 (centres undefined),8,14,4,.,0,8,90,20,4.2,8
COc1ccc2cnn(-c3ccccc3)c(=O)c2c1OC,3,8,2,-10,0,-9,94,-27,-3.4,2
CC(OC(=O)CCC(=O)c1cccs1)C(=O)NC1CCCCC1C (centres undefined),-5,0,9,-6,1,8,108,-18,0.1,11
CC1CCCCC12NC(=O)N(CC(=O)Nc1ccc(S(=O)(=O)N3CCOCC3)cc1)C2=O (centres undefined),-6,-3,4,5,-1,12,100,-10,0.0,-5
C=C(C)c1ccccc1NC(=O)CCN1C(=O)c2ccccc2S1(=O)=O,-8,5,3,5,0,-7,97,15,-2.0,6
O=C(CN1CCN(Cc2ccccc2F)C1=O)NCC1CCCO1 (centres undefined),3,2,1,5,-1,18,99,-3,2.7,1
COc1ccccc1CCNC(=O)c1csc2c1CCCC2,7,-1,-2,4,-6,3,101,-13,2.4,2
O=C(c1cc2ccccc2o1)N1CCN(S(=O)(=O)/C=C/c2ccccc2)CC1,0,-15,-5,-11,1,-5,96,15,-2.0,12
FC(F)(F)c1ccc(-c2nc3ccccc3s2)cc1,1,-9,-1,.,-5,-8,100,-43,.,.
O=C(Nc1nc(-c2ccccc2)c(-c2ccccc2)o1)c1ccc(F)cc1,-8,50,-12,-3,3,-6,100,23,-1.7,-1
Cc1cc(C)n2nc(C(=O)Nc3ccc(S(=O)(=O)N4CCCC4)cc3)nc2n1,-7,1,-2,-3,-2,-6,99,-20,1.5,-2
COc1ccc(OC)c(CNS(=O)(=O)c2cn(C)cn2)c1,-1,-3,-1,-11,1,-3,100,10,-1.8,2
C=CCn1c(SCC(=O)Nc2cc(C)on2)nnc1-c1ccccc1F,-3,-3,4,-11,1,5,99,1,0.1,9

# Screening results deposited in PubChem by several laboratories.
